# esBAF inh: Bmi1 luciferase reporter increase in mESCs, primary screen, esBAF inhibitor project, mouse ES cells, Bmi1 luciferase knock-in, single point | 24 h; 100% = twice the neutral-well signal | 350,000 compounds, 2% hits | reporter increase, % at 12.5 µM | AID 602393, 2012; in the data active means activation above about 40%;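 further: 0% = median of the plate's neutral control wells and 100% = double that signal; a rise in the Bmi1 reporter signal indicates esBAF inhibition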
# F508del corr: F508del CFTR correction, initial screen, CFBE line, single point; activity (quench increase), % at 7.58 µM; CFBE cells, YFP halide quenching; stimulated with forskolin plus potentiator P3; % fluorescence drop versus neutral controls; 350,000 compounds, 0.36% hits;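 active means mean added fluorescence quench of at least 8% versus neutral control, with both replicates also reaching 8%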;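 further: cells transiently co-express mutant CFTR-F508del with the halide-sensitive YFP; corrector assay measuring rescue of mutant channel to the surface after 24 h compound exposure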
# ARNT-TACC3 inh: disruptors of ARNT/TACC3 protein interaction, primary screen, biochemical, AlphaScreen, single concentration; Transforming acidic coiled-coil-containing protein 3 (Homo sapiens), Q9Y6A5; AlphaScreen His-ARNT PAS-B/GST-TACC3 binding, luminescence; TACC3 fragment carries E629A point mutation; inhibition, % at 9.99 µM; 390,000 compounds, 0.66% hits; AID 623870, 2012;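 active means mean inhibition of replicates at least 50% and at least half of replicates each reaching 50%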;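 further: 0% = complete ARNT plus TACC3 wells and 100% = ARNT alone without TACC3; many hits fall short of the cut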
# GSIS activator: GLuc luminescence reporter in INS-1E cells, primary screen for activators of glucose-dependent secretion of insulin; AID 743287, 2014; activation, % at 16.6 µM; INS-1E GLuc reporter insulin secretion, 2-3 h; 370,000 compounds, 0.61% hits;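 active means lowest replicate activation of at least 40%, so every replicate reaches that level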;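 further: 0% = median of neutral control wells and 100% = median of IBMX positive control wells; some compounds called inactive have numbers as strong as hits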
# ERAP1 HTS inh: human ERAP1 aminopeptidase inhibitors, primary screen, biochemical, single point, plate reader; 340,000 compounds, 0.15% hits; recombinant ERAP1, Leu-AMC fluorescence, 60 min; Endoplasmic reticulum aminopeptidase 1 (Homo sapiens), Q9NZ08; inhibition, % at 10.7 µM;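 active means mean replicate inhibition of at least 30%, or all replicates individually reaching that 30% level; inactive means mean below 30% and not every replicate reaching it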;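 further: 0% = neutral control wells and 100% = L-leucinethiol positive control wells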
# RAD54 branch: inhibitors of human RAD54 branch migration, primary screen, biochemical, fluorescence, single point. DNA repair and recombination protein RAD54-like (Homo sapiens), Q92698. RAD54 Holliday junction branch migration, FAM/BHQ fluorescence. inhibition, % at 10.4 µM. 360,000 compounds, 0.14% hits. AID 602329, 2012;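 active means mean normalized replicate activity at least 40 and at least half of replicates scoring 40 or more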;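 further: 0% = median of neutral control wells and 100% = median of positive control wells; inhibitors cause a drop in the FAM fluorescence signal; in these data hits start at about 50%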
# XiGFP reactiv: activators of inactive X chromosome reactivation, primary screen, imaging, XiGFP fibroblasts, GFP high-content imaging, set 2; 360,000 compounds, 0.055% hits; activation, % at 7.58 µM; XiGFP mouse fibroblasts, % GFP-positive cells imaging, 3 d; cells co-treated with 5-aza-dC sensitizer; scaled so ellipticine positive control = 100%; AID 743238, 2013;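 active means mean normalized replicate activation at least 10% and every replicate at or above 10%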;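 further: 0% = median of on-plate neutral control wells and 100% = ellipticine 6 µM median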
#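 Material: SV40-immortalized XiGFP fibroblast cells, line 68-5-11 | Buffer or medium: DMEM containing 5-aza-dC | Dosing: One concentration, pinned | Times: 3 d treatment, 15 min room-temperature fixation | Controls: Ellipticine 6 µM positive control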
# RAD52 anneal inh: RAD52 DNA annealing inhibitors, primary screen, biochemical, FRET, single point, set 2. DNA repair protein RAD52 homolog (Homo sapiens), P43351. recombinant RAD52 DNA annealing, FRET fluorescence. inhibition, % at 18.7 µM. 360,000 compounds, 0.46% hits. AID 651710, 2012;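 active means every replicate showing at least 50% inhibition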
# Target sequence (P43351 whole entry, looked up): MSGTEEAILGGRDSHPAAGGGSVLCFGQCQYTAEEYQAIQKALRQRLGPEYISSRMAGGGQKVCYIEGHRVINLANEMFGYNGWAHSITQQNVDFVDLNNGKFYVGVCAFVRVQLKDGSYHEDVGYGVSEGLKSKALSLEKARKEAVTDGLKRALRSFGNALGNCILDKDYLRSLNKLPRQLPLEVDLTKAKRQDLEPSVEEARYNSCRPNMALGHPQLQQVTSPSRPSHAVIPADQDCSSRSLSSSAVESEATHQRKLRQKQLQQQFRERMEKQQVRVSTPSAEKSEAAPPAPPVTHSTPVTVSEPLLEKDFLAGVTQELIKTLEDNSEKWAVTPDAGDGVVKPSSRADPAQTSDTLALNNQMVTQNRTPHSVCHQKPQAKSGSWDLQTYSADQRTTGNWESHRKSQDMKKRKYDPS
# * hit, by the source's call; . = not tested or not shown. Compounds were not picked by outcome, and some 3.3% of all compounds hit somewhere here.
# Order of results: esBAF inh	F508del corr	ARNT-TACC3 inh	GSIS activator	ERAP1 HTS inh	RAD54 branch	XiGFP reactiv	RAD52 anneal inh
CC(C)c1cn(CC[C@@H]2CC[C@@H](NS(=O)(=O)c3ccc(Cl)cc3)[C@@H](CO)O2)nn1
→ 3	-0.2	.	-14	0	-1	0.1	-42
COc1cccc(CNC(=O)CCS(=O)(=O)c2ccccc2Cl)c1
→ -6	-2.1	-1	20	2	-2	0.1	-11
O=C(Nc1cccc(F)c1)c1cc(-c2ccco2)nc2ccccc12
→ .	0.9	-2	.	.	.	-0.1	-46
O=C(CCNc1cccc(Cl)c1)c1cccs1
→ .	-3.9	0	-13	1	.	.	6
CCOc1ccccc1CNC(=O)CCc1cn(CC)c2ccccc12
→ -4	.	-18	-15	0	-1	0.7	-15
Cc1cn([C@H]2C[C@H](O)[C@@H](CNCc3ccc(CN(C)S(C)(=O)=O)o3)O2)c(=O)[nH]c1=O
→ 4	-4.1	.	10	.	7	0.0	-15
O=S(=O)(Nc1cccc(F)c1)c1cccc2nsnc12
→ 2	1.3	10	-12	-2	-8	0.1	-15
COC(=O)[C@]1(C)N[C@H](c2ccc(-c3ccc(Cl)c(Cl)c3)c(OC)c2)[C@@H]2C(=O)N(C)C(=O)[C@@H]21
→ 2	0.5	0	-11	4	3	-0.2	-5
COc1ccc(NC(=O)NNC(=O)c2ccc3ccccc3c2)cc1OC
→ 6	0.1	-3	4	2	13	0.0	-9
COc1ccc(NC(=O)C(CC(=O)O)Cc2ccc(Br)cc2)cc1 (stereo not given)
→ 0	.	-5	.	-2	-11	-0.2	-13
Cc1ccc(CN2CCN(Cc3cn[nH]c3-c3ccccc3)CC2CCO)o1 (stereo not given)
→ -10	3.0	2	-4	1	-5	0.0	-13
C[C@@H]1CN([C@H](C)CO)C(=O)c2cc(NS(=O)(=O)c3cccs3)ccc2O[C@@H]1CN(C)S(=O)(=O)c1ccc(Cl)cc1
→ -4	-0.5	-7	-3	0	-3	0.2	-6
O=C(CNC(=O)c1ccc(Br)cc1)NC1CC1
→ -4	4.3	11	16	1	-5	-0.1	-8
CCOc1ccc(CN(C(=O)c2cc(=O)c3cc(C)cc(C)c3o2)C2CCS(=O)(=O)C2)cc1 (stereo not given)
→ -1	0.0	11	23	-2	0	0.0	-2
Cc1sc2ncnc(NC(C)C(=O)O)c2c1C (stereo not given)
→ .	-0.3	.	2	5	.	0.0	-3
CCC(=O)OCCNc1cc(Sc2nc3ccccc3s2)c2nonc2c1[N+](=O)[O-]
→ 3	.	9	18	.	-13	.	.
O=C(C[C@H]1C[C@@H]2c3cc(NS(=O)(=O)c4ccc(F)cc4)ccc3O[C@@H]2[C@@H](CO)O1)N1CCOCC1
→ -2	-1.7	-4	-1	2	3	0.0	4
Cc1cc2ccccc2nc1SCC(=O)NC1CCCC1
→ .	0.6	.	1	4	1	0.4	-28
CO[C@@H]1CN(C)C(=O)c2cc(NC(=O)Nc3cc(F)ccc3F)ccc2OC[C@@H](C)N(C(=O)c2cnccn2)C[C@@H]1C
→ 5	0.6	-3	-10	2	-1	0.6	-8
Cc1ccc(S(=O)(=O)N2CCN(C(=O)CCc3c[nH]c4ccccc34)CC2)c(C)c1
→ -3	0.3	.	3	2	.	-0.6	-16

# Reprinted from the part before: 2 compounds, followed by the next part.
# Order of results: esBAF inh	F508del corr	ARNT-TACC3 inh	GSIS activator	ERAP1 HTS inh	RAD54 branch	XiGFP reactiv	RAD52 anneal inh
CO[C@@H]1CN(C)C(=O)c2cc(NC(=O)Nc3cc(F)ccc3F)ccc2OC[C@@H](C)N(C(=O)c2cnccn2)C[C@@H]1C
→ 5	0.6	-3	-10	2	-1	0.6	-8
Cc1ccc(S(=O)(=O)N2CCN(C(=O)CCc3c[nH]c4ccccc34)CC2)c(C)c1
→ -3	0.3	.	3	2	.	-0.6	-16
COc1cc2sc3cc(NCc4ccc(C)o4)ccc3c(=O)c2cc1OC
→ .	3.9	0	7	-11	11	0.0	12
COc1ccc(-c2cnc3c(c2)C(=O)N([C@H](C)CO)C[C@H](C)[C@H](CN(C)Cc2cccc(C)c2)O3)cc1
→ -6	1.3	.	-9	.	.	0.2	.
Cc1noc(C)c1NC(=O)N(C)C[C@H]1Oc2c(NC(=O)NC3CCCCC3)cccc2C(=O)N([C@H](C)CO)C[C@H]1C
→ -2	-4.9	-5	5	-2	-4	-0.8	5
O=C(CSc1nnc(N2CCCC2)n1-c1ccccc1Cl)N1CCN(c2ccccn2)CC1
→ 2	2.9	3	5	5	2	0.0	-8
COc1ccccc1N1CCN(c2nc(C)cc(=O)[nH]2)CC1
→ -8	-0.6	0	-4	1	-5	0.0	0
Cc1cccn2c(=O)c3cc(C(=O)NC4CCCC4)c(=N)n(CCc4ccccc4)c3nc12
→ 2	-0.5	4	6	-67	-9	0.0	-341
CCN(CCCNS(=O)(=O)c1ccc2c(c1)CCN2C(C)=O)c1cccc(C)c1
→ -6	0.3	-11	6	2	0	0.0	-16
Oc1ccccc1CN1CCCC(N2CCc3ccccc3C2)C1 (stereo not given)
→ -3	0.1	-12	-11	1	0	0.3	-15
CCCNC(=O)N1C[C@H](C)[C@@H](OC)CN(C)C(=O)c2cc(NS(C)(=O)=O)ccc2OC[C@@H]1C
→ -2	1.0	-5	9	-3	-7	0.0	-3
CN(Cc1ccccc1)C(=O)CCS(=O)(=O)c1ccc2c(c1)oc(=O)n2C
→ -3	0.5	-30	-3	-3	-8	0.0	8
Cc1coc2cc3oc(=O)c(CCC(=O)NCC(=O)O)c(C)c3cc12
→ 2	-3.1	20	-6	0	-2	0.0	-14
Nc1nc(Nc2cccc(F)c2)nc(NCCO)c1[N+](=O)[O-]
→ .	-3.2	2	14	.	2	0.2	-18
COc1ccc(N(C)S(=O)(=O)c2ccc3c(c2)CC(C)N3C(=O)C2CC2)c(OC)c1 (stereo not given)
→ -4	0.8	7	-19	-2	-5	0.0	-20
COc1cc(-n2c(N)c(C(=O)NCc3ccco3)c3nc4ccccc4nc32)cc(OC)c1OC
→ .	5.6	-2	6	2	.	0.0	-11
Cc1noc(C)c1NC(=O)Nc1cccc2c1O[C@H](CN(C)C(=O)NC1CCCCC1)[C@@H](C)CN([C@@H](C)CO)C2=O
→ 1	6.4	-2	15	-14	-6	-0.2	-4
COc1ccc2[nH]c3c(c2c1)CCN1C(=O)C(CC(=O)NCCCN(C)C)C[C@H](C(=O)N2CCCCC2)[C@@]31C (stereo not given in full)
→ -2	1.2	0	2	1	-1	0.5	-1
O=C(NC[C@@H]1[C@@H](c2ccccc2)[C@H](CO)N1Cc1ccccn1)C1CCCC1
→ -7	-2.6	9	2	4	-3	-0.1	-15
CN(Cc1c(F)cccc1Cl)C(=O)c1ccc(NC(=O)CC2SC(N3CCCCC3)=NC2=O)cc1 (stereo not given)
→ -9	11*	-1	-63	0	2	-0.7	-18
C[C@@H]1CN([C@H](C)CO)C(=O)c2cc(NC(=O)NC3CCCCC3)ccc2O[C@@H](C)CCCCO[C@H]1CN(C)C(=O)Nc1ccc(F)cc1
→ .	-2.9	.	-10	-1	.	-0.9	9
CCSc1nnc(NC(=O)C2C3CCC(C3)C2C(=O)O)s1 (stereo not given)
→ -7	-1.3	-9	14	0	.	0.0	-5

Molecule | esBAF inh | F508del corr | ARNT-TACC3 inh | GSIS activator | ERAP1 HTS inh | RAD54 branch | XiGFP reactiv | RAD52 anneal inh
COc1ccc2c(c1)CCCC(Br)C2=O (stereo not given) | . | 1.8 | 5 | . | 4 | . | -0.1 | -10
COC(=O)C(C)N(c1ccc(C)cc1)S(=O)(=O)c1c(C)[nH]c(=O)[nH]c1=O (stereo not given) | -3 | 1.0 | -12 | 7 | -12 | -4 | . | -7
CC(=O)C1=C(C)N(Cc2ccccc2)C(=O)N[C@H]1c1ccco1 | 5 | 1.6 | 1 | 0 | -1 | -8 | 0.1 | -99
Cc1ccccc1NC(=S)N(C)Cc1cn(C)c2ccccc12 | . | 0.7 | 8 | . | 8 | 1 | 0.0 | -7
Cn1cc(-c2ccc(Cl)cc2)cc(C#N)c1=O | -18 | -0.5 | -2 | 8 | -8 | . | 0.0 | -16
CCOc1ccc(Cl)cc1CNCCCSc1nc(C)cc(C)n1 | -6 | -5.8 | -23 | 10 | -1 | -3 | 0.1 | 0
O=S(=O)(Nc1ccc(O)c2ccccc12)c1cccs1 | 0 | -1.4 | 18 | -20 | 0 | -2 | 0.1 | -5
CC1(C(=O)NS(=O)(=O)c2ccccc2)CCN1C(=O)Cc1ccc(Cl)cc1Cl (stereo not given) | 5 | -3.7 | . | -2 | 2 | 2 | -0.1 | -10
COc1ccc(-n2c(=O)c3c4c(sc3n(CC(N)=O)c2=O)CCCCC4)cc1 | . | 0.4 | 1 | . | 2 | . | 0.0 | -9
Cc1cccc(N2CCN(C(=O)c3cccc(NC4=NC5CS(=O)(=O)CC5S4)c3)CC2)c1C (stereo not given) | 1 | -1.1 | -4 | -6 | 5 | 3 | 0.2 | -5

# Entries above marked active in F508del corr.
Structure,esBAF inh,F508del corr,ARNT-TACC3 inh,GSIS activator,ERAP1 HTS inh,RAD52 anneal inh
CN(Cc1c(F)cccc1Cl)C(=O)c1ccc(NC(=O)CC2SC(N3CCCCC3)=NC2=O)cc1 (stereo not given),-9,11*,-1,-63,0,-18

# More structures
Molecule | esBAF inh | F508del corr | ARNT-TACC3 inh | GSIS activator | ERAP1 HTS inh | RAD54 branch | XiGFP reactiv | RAD52 anneal inh
C=CCn1c(COc2ccccc2F)nnc1SCC(=O)Nc1cc(C)on1 | . | -5.4 | . | -3 | 0 | . | 0.0 | -5
O=C(CN1CCOCC1)N[C@H]1CC[C@@H](CCn2cc(C3CCCC3)nn2)O[C@@H]1CO | . | -3.8 | . | 4 | 2 | . | 0.1 | -10
Cc1ccccc1NC(=O)Cc1nc(COC(=O)c2ccccn2)cs1 | -3 | -2.3 | 4 | 4 | 7 | -15 | 0.0 | -23
CC=Cc1ccc2n(c1=O)C[C@@H]1[C@@H](CO)[C@H](C(=O)N3CCCCC3)[C@H]2N1C(=O)C1CCC1 (mixture of isomers) | 7 | . | 3 | 7 | 3 | -7 | 0.0 | 15
CCCOc1ccc(Cc2c(O)nc(SC)[nH]c2=O)cc1 | -8 | 1.6 | -4 | 3 | -3 | -1 | 0.2 | -13
O=C(N/N=C/c1cc(Br)cs1)C(O)c1ccccc1 (stereo not given) | -9 | 2.1 | 10 | -16 | -3 | 0 | 0.3 | 0
CC(C)NC(=O)Nc1ccc2c(c1)C(=O)N([C@@H](C)CO)C[C@H](C)[C@H](CN(C)Cc1ccc(C(=O)Nc3ccccc3N)cc1)O2 | . | -1.6 | . | -2 | -2 | . | 0.0 | 14
O=C(C1CCOCC1)N1CC(=O)N2[C@@H](CO)[C@@H](c3ccc(C#CC4CC4)cc3)[C@@H]2C1 | . | -1.6 | . | 1 | -2 | . | 0.1 | -11
